eLon inh = inhibitors of E. coli Lon protease. actives 0.42% (n = 360,000). purified E. coli Lon protease, fluorescence polarization. inhibition, % at 7.94 µM. P0A9M0; in the data active = inhibition above about 13%, passing the limit was not always enough;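 also: 0% = enzyme with probe and DMSO and 100% = no enzyme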
FAS-TE inh = FAS thioesterase (human) inhibition. P49327. recombinant FAS-TE, OMFH fluorogenic substrate, fluorescence endpoint. inhibition, % at 15 µM. actives 0.67% (n = 360,000);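 active = compounds whose normalised, plate-corrected inhibition of enzyme fluorescence in the single-dose primary screen is 50% or more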;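 also: 0% = DMSO with enzyme and 100% = substrate without enzyme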
MT1-MMP act inh = inhibitors of human MT1-MMP activation; P50281; HT1080 RFP-PRO-GFP cells, GFP/RFP ratio fluorescence, overnight; percent of plate control window, DMSO zero; GFP/RFP ratio change, % at 20 µM; actives 0.061% (n = 360,000); AID 651647;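 active = GFP/RFP ratio change of at least 30% with cell ATP level not reduced by more than half and red fluorescence within 50% of control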; also: strong numbers were not always called active
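system = RFP-PRO-GFP reporter HT1080 cells | dosing = 20 µM single dose, 1% DMSO | timing = overnight cell settling, then overnight compound exposure, 37 °C, 5% CO2 | read-out basis = GFP/RFP fluorescence ratio | controls = DMSO and RFP-L50D-GFP cell wells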
MsrA inhibitor = inhibits bovine methionine sulfoxide reductase A; purified bovine MsrA, absorbance read-out; inhibition, % at 15.5 µM; actives 0.75% (n = 360,000); in the data active = inhibition above about 4.5%;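 also: 0% = vehicle wells with enzyme and 100% = reference inhibitor wells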
SKN-1 block = blocks SKN-1 activity in C. elegans. inhibition, % at 21.8 µM. actives 0.49% (n = 360,000). AID 624304. C. elegans VP596 Pgst-4::GFP/RFP ratio, acrylamide-induced, 24 h;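 active = interference check ratio from 0.5 to 1.5 plus GFP to RFP signal ratio inhibition reaching or exceeding a fixed threshold, cut at about 30% in these data, passing the limit was not always enough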; also: some compounds called inactive have numbers as strong as hits
NRP1-CendR mod = alters CendR peptide binding to human NRP-1; inhibition, % at 25 µM; actives 0.85% (n = 360,000); O14786; FAM-RPARPAR peptide binding to NRP-1, fluorescence polarization; AID 602438;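 active = inhibition or corrected inhibition above about 18%, plus a signal ratio from 0.5 to 1.5, limit read from the data, passing the limit was not always enough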; also: strong numbers were not always called active
MsrA act = bovine methionine sulfoxide reductase A activation; purified bovine MsrA, absorbance read-out; activation, % at 10.6 µM; actives 0.3% (n = 360,000); in the data active = activation above about 7.5%;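 also: 0% = vehicle and 100% = reference activator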
TbMetRS inhib = Trypanosoma brucei MetRS inhibition; purified T. brucei MetRS, ATP depletion, Kinase-Glo luminescence; inhibition, % at 11.9 µM; actives 0.4% (n = 360,000); AID 624268;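 active = inhibition above a per-plate cutoff of the control wells' mean inhibition plus 3 SD, cut at about 5.5% in these data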;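 also: 0% = DMSO wells median and 100% = median of wells with control inhibitor compound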
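Test system: purified T. brucei MetRS enzyme. Also added: ATP, methionine and E. coli bulk tRNA substrates. Compound: 11.9 µM single point. Schedule: 15 min enzyme-compound preincubation, 2 h reaction, 10 min detection, 25 °C. Signal: luciferase luminescence of residual ATP, Kinase-Glo. Evaluation: percent inhibition versus plate control medians. Controls: DMSO wells, low control.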
MLLE-PAM2 inh = inhibitors of microRNA-mediated deadenylation, human PABP1 MLLE binding; actives 0.36% (n = 360,000); P11940; GST-MLLE / FITC-PAM2 fluorescence polarization; inhibition, % at 20 µM; in the data active = inhibition above about 35%, passing the limit was not always enough;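 also: plate controls were DMSO wells with GST-MLLE for no effect and wells lacking GST-MLLE protein for full effect; some results filed as inactive read as strong as hits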
Target sequence (P11940 whole entry, looked up): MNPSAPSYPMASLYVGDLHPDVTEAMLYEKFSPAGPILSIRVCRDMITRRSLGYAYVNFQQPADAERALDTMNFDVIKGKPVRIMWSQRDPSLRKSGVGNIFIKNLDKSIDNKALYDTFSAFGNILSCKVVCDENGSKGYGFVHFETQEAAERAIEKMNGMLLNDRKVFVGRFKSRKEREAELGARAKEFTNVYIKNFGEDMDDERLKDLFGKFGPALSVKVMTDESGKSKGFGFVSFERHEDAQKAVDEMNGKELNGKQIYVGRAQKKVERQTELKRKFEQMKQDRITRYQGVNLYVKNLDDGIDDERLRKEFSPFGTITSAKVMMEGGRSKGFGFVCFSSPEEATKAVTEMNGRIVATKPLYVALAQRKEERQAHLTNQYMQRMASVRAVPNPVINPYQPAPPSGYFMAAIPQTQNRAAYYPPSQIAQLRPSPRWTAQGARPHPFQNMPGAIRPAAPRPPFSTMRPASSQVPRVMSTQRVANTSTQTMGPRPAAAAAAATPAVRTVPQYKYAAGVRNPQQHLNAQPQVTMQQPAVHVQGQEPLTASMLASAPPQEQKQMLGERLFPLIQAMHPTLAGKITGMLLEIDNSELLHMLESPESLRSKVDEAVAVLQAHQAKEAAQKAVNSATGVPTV
* = called active by the depositor; . = not tested or not shown.

No.	Molecule	MsrA inhibitor	MT1-MMP act inh	SKN-1 block	MsrA act	eLon inh	FAS-TE inh	TbMetRS inhib	NRP1-CendR mod	MLLE-PAM2 inh
1	Cc1ccc(NC(=O)CCC(=O)NNS(=O)(=O)c2ccccc2)c(C)c1	-0.7	0.2	-4.2	-12.3	6.8	-4.2	-0.7	3.8	-5.9
2	COc1ccccc1CN(C)C(=O)COC(=O)c1cc(C)oc1C	-0.1	2.9	-4.7	-6.8	-10.2	-3.1	-0.5	-0.3	-27.3
3	O=C(COC(=O)COc1ccc2ccccc2c1)Nc1cc(C(F)(F)F)ccc1N1CCOCC1	-1.2	-1.3	-5.6	-5.2	-7.0	16.4	-0.6	-4.0	5.0
4	COc1ccc(C=C2Cc3ccccc3C2=O)cc1	1.6	2.1	29.6	-10.2	-1.1	4.0	-1.3	-1.2	9.7
5	Cc1ccc(C)c(N2C(=O)CC(Cc3ccc(Cl)cc3)C2=O)c1 (stereo not drawn)	0.7	1.7	-11.8	-6.3	9.9	10.3	-0.8	3.4	-9.4
6	O=C(NCc1ccco1)c1ccc(Cn2c(=O)c3sccc3n(Cc3ccc(F)cc3)c2=O)cc1	-1.4	-3.7	8.2	-0.7	-3.4	20.3	-0.1	-3.5	9.4
7	Cc1ccc2nc(-c3ccc(NS(=O)(=O)c4ccc(F)c(F)c4)cc3)sc2c1	3.1	5.1	8.6	-7.2	-3.8	32.3	-0.4	3.6	-16.5
8	COC(=O)[C@]12CCCCC=C1N(Cc1ccc3c(c1)OCO3)C(=O)[C@H](CC(=O)NCc1ccc(OC)c(OC)c1)C2	-1.4	-4.1	-10.0	.	.	.	-0.7	15.1	.
9	Cc1ccc(CSCCNC(=O)/C=C/c2ccccc2Cl)cc1	-1.0	4.9	4.1	-5.0	-5.9	21.2	-0.4	4.6	-11.2
10	Cc1cc(C)cc(NC(=S)N2CCC(C(=O)c3ccc(F)cc3)CC2)c1	0.1	2.3	3.8	-2.6	3.1	-2.8	-0.1	-0.5	-98.1

Other compounds follow.
No.	Molecule	MsrA inhibitor	MT1-MMP act inh	SKN-1 block	MsrA act	eLon inh	FAS-TE inh	TbMetRS inhib	NRP1-CendR mod	MLLE-PAM2 inh
11	COc1ccc2nc(SCC(=O)NC3CC3)c(C#N)cc2c1	-0.4	-1.4	11.9	-2.4	-14.0	2.4	0.0	-2.1	-4.0
12	O=C(N/N=C\c1c(O)ccc2ccccc12)c1ccc(S(=O)(=O)N2CCCCC2)cc1	-0.1	-275.0	7.0	-4.8	-206.6	24.8	-0.2	-14.8	-154.8
13	O=C(NCc1ccccc1)c1ccc(Cl)c(NC2=NC3CS(=O)(=O)CC3S2)c1 (stereo not drawn)	1.7	-2.0	-0.2	-7.6	-3.7	-2.3	-0.3	-4.6	-124.9
14	CC(C)[C@H](NC(=O)c1ccco1)C(=O)OCC(=O)N1CC(=O)Nc2ccccc21	-0.6	0.9	-6.6	-3.9	-11.3	-4.5	0.3	-6.8	2.3
15	COc1cc(C(=O)OCCCOC(=O)c2cc(OC)c(OC)c(OC)c2)cc(OC)c1OC	-0.8	-0.5	1.5	-4.3	-2.2	-1.4	-0.5	22.2*	7.8
16	CCOC(=O)c1sc2ccccc2c1OC(=O)c1ccccc1	0.2	9.5	11.3	-2.2	-5.7	11.1	-1.1	12.1	10.0
17	O=S1(=O)CCN(Cc2ccccc2Cl)CC1	-0.9	1.8	-19.1	-3.3	1.3	-14.7	-1.0	4.1	-9.7
18	COc1ccc(C(=O)Nc2ccc(OC)c(OC)c2)cc1	-0.6	2.5	-7.1	-1.5	0.6	-3.5	-0.2	-4.7	1.4
19	CC(C)CCCN1C(Nc2ccccc2)=NC[C@@H]1CC(C)C	-1.4	1.6	-9.0	-0.6	-4.9	-17.7	0.3	10.1	-2.4
20	CSc1ccc(NC(=O)N2CCN(c3nc4ccccc4s3)CC2)cc1	-0.1	5.1	1.3	-1.2	0.0	-4.9	0.0	3.4	2.2

Remaining list, next part
No.	Molecule	MsrA inhibitor	MT1-MMP act inh	SKN-1 block	MsrA act	eLon inh	FAS-TE inh	TbMetRS inhib	NRP1-CendR mod	MLLE-PAM2 inh
21	CCc1ccc(C(=O)Cc2cc3cccc(OC)c3oc2=O)cc1	-0.4	3.1	-18.7	-3.4	2.5	-4.4	2.5	-2.4	4.0
22	Cc1nc(Nc2ccc(S(=O)(=O)N3CCCCC3C)cc2)c2nnn(Cc3ccccc3)c2n1 (stereo not drawn)	-0.7	-18.4	-8.5	-5.6	0.0	44.1	-0.5	3.0	13.3
23	O=C(c1cc(Cl)nc2ccccc12)N(Cc1nnc(-c2ccc(Cl)cc2)o1)C1CC1	0.2	0.5	19.7	-1.7	0.6	26.1	-0.5	-15.4	16.7
24	COc1cc(OC)cc(C(=O)NC2CCSc3ccccc32)c1 (stereo not drawn)	-1.0	0.1	8.3	-0.3	-2.8	8.4	-0.3	10.9	13.2
25	Cc1nc(-c2ccccc2)cs1	1.1	-0.1	6.4	0.2	11.0	-6.5	-0.4	3.3	-3.6
26	O=C(NCC1CCCO1)c1ccc2c(c1)OCO2 (stereo not drawn)	0.2	6.9	0.7	-4.6	5.8	-8.6	-0.1	-5.3	4.4
27	Cc1[nH]n(-c2ccccc2)c(=O)c1C(C[N+](=O)[O-])c1ccc(Cl)cc1 (stereo not drawn)	-0.7	10.5	6.9	0.2	-12.5	-2.7	0.6	5.4	24.1
28	COc1ccccc1-n1c(SCC(=O)O)nc2c(sc(=S)n2-c2ccc(C)c(C)c2)c1=O	2.5	3.9	-8.6	-4.0	4.2	-11.5	-0.5	-5.6	-1.6
29	Cc1cc(C(=O)CN2C(=O)c3ccccc3S2(=O)=O)c(C)n1-c1ccccc1	1.4	7.9	-2.6	-1.3	-8.0	16.2	-0.7	-5.1	-6.4
30	CCOC(=O)C1(Cc2cccc(Cl)c2)CCCN(C(=O)c2ccc(C)nc2)C1 (stereo not drawn)	0.4	-1.3	-9.8	-4.5	-11.7	-3.9	-0.9	2.8	18.7

Look-ups from the list:
TbMetRS inhib result of cpd 22 = -0.5
MLLE-PAM2 inh result of cpd 26 = 4.4

Next part
No.	Molecule	MsrA inhibitor	MT1-MMP act inh	SKN-1 block	MsrA act	eLon inh	FAS-TE inh	TbMetRS inhib	NRP1-CendR mod	MLLE-PAM2 inh
31	CCOc1ccccc1NC(=O)CCC(=O)O	-0.2	4.5	13.0	-2.1	4.2	-6.2	-0.4	-4.4	-1.4
32	CCOc1ccc(C(=O)NC(C)C2COc3ccccc3O2)cc1 (stereo not drawn)	-0.9	-2.4	9.1	-3.3	0.5	0.4	-0.5	12.2	-8.9
33	N#Cc1ccc2ccn(CC(=O)N3CCCc4ccccc43)c2c1	1.6	1.7	18.2	-3.3	-3.2	8.1	-0.1	-2.2	-11.7
34	Cc1c(O)nc(SCC(=O)Nc2ccc3c4c(cccc24)CC3)n(-c2ccccc2)c1=O	0.6	-5.2	8.0	-3.4	3.1	-10.8	-0.1	-17.0	26.6
35	COc1ccc(C2C(C(C)=O)=C(O)C(=O)N2c2ccc(Br)cn2)cc1 (stereo not drawn)	0.9	2.5	-8.0	-4.1	3.5	-2.3	-1.1	15.7	-11.2
36	COc1ccccc1C(=O)COC(=O)C1(C)CC1(Cl)Cl (stereo not drawn)	0.1	-2.2	15.1	-2.8	-1.5	15.8	-0.1	-2.0	-4.2
37	Cc1cc(NC(=O)NC(=O)c2ccccc2NC(=O)C(C)N)ccc1Oc1ncc(Br)cn1 (stereo not drawn)	0.9	16.1	9.4	-0.6	-24.1	-5.2	0.1	13.1	-2.0
38	O=C(/C=C/c1ccco1)Nc1cccnc1Cl	0.9	-1.6	-1.8	-12.0	-4.2	-1.8	-1.3	-21.7	6.6
39	COc1ccc(/C=C(/NC(=O)c2ccc(Br)cc2)C(=O)N2CCOCC2)cc1	1.6	-0.7	11.8	-2.8	-20.5	-4.4	0.2	9.5	0.7
40	Cc1cc(NC(=O)C2CC(c3ccc(F)cc3)=NO2)n(-c2ccccc2)n1 (stereo not drawn)	-0.6	-0.4	2.8	-0.9	-15.1	-7.7	0.5	-3.9	11.2

Ordered by molar mass (smallest number first): some entries from above
No.	Molecule	MsrA inhibitor	MT1-MMP act inh	SKN-1 block	MsrA act	eLon inh	FAS-TE inh	TbMetRS inhib	NRP1-CendR mod	MLLE-PAM2 inh
38	O=C(/C=C/c1ccco1)Nc1cccnc1Cl	0.9	-1.6	-1.8	-12.0	-4.2	-1.8	-1.3	-21.7	6.6
36	COc1ccccc1C(=O)COC(=O)C1(C)CC1(Cl)Cl (stereo not drawn)	0.1	-2.2	15.1	-2.8	-1.5	15.8	-0.1	-2.0	-4.2
35	COc1ccc(C2C(C(C)=O)=C(O)C(=O)N2c2ccc(Br)cn2)cc1 (stereo not drawn)	0.9	2.5	-8.0	-4.1	3.5	-2.3	-1.1	15.7	-11.2

Remaining list, next part.
No.	Molecule	MsrA inhibitor	MT1-MMP act inh	SKN-1 block	MsrA act	eLon inh	FAS-TE inh	TbMetRS inhib	NRP1-CendR mod	MLLE-PAM2 inh
41	CC(C)(C)[C@H]1C=C(C(N)=O)O[C@@H](OCCCCO)C1	-0.6	8.4	9.4	-1.4	2.8	-0.6	-0.1	-3.2	3.6
42	CCCCCC(=O)NCc1c(C(F)(F)F)nn(C)c1N1CCOCC1	0.3	-5.4	5.2	-3.1	-0.8	-3.7	-0.3	-5.1	-4.0
43	COCCN(C(=O)c1snc(C(N)=O)c1N)C(C(=O)NC1CCCCC1)c1cc(OC)c(OC)c(OC)c1 (stereo not drawn)	0.1	0.6	2.0	-6.6	8.6	-1.5	-0.4	8.3	-6.4
44	CCOc1ccc(CCNC(=O)Cc2ccc(NC3=NC4CS(=O)(=O)CC4S3)cc2)cc1OCC (stereo not drawn)	-0.5	-0.4	17.9	-1.9	12.4	-5.7	-0.5	5.3	-49.4
45	CCCNC(=O)c1cc(C2CCCCN2C(=O)CCc2ccccc2)on1 (stereo not drawn)	0.0	6.5	-5.6	3.6	0.1	-6.1	0.4	-1.9	8.2
46	O=C(COC(=O)c1cc(=O)[nH]c2ccccc12)Nc1nc(-c2ccc(F)cc2)cs1	0.5	10.4	-6.6	-4.2	3.6	14.5	-0.5	3.9	-9.0
47	OCCCc1cn(-c2ccccc2)c2ccccc12	-0.9	0.6	1.9	-1.9	4.4	10.4	-0.1	14.0	7.3

Exported screen by screen: part of the list above
#42 CCCCCC(=O)NCc1c(C(F)(F)F)nn(C)c1N1CCOCC1
#43 COCCN(C(=O)c1snc(C(N)=O)c1N)C(C(=O)NC1CCCCC1)c1cc(OC)c(OC)c(OC)c1 (stereo not drawn)
Screen / compound no.	42	43
MsrA inhibitor	0.3	0.1
MT1-MMP act inh	-5.4	0.6
SKN-1 block	5.2	2.0
MsrA act	-3.1	-6.6
eLon inh	-0.8	8.6
FAS-TE inh	-3.7	-1.5
TbMetRS inhib	-0.3	-0.4
NRP1-CendR mod	-5.1	8.3
MLLE-PAM2 inh	-4.0	-6.4
